# High-throughput results deposited in PubChem by National Center for Advancing Translational Sciences (NCATS).
# IMPase Li inh: cell-permeable IMPase inhibitors with lithium potentiation; hit rate 0.35% among 210,000; CHO-M1 cells, IP1 TR-FRET (IP-One), carbachol + lithium; Potency, µM (top dose mostly 59.4 µM), without a hit: top-dose activity, negative = IMPase inhibition, most hits filed as inhibitors; AID 1457;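 also: IP1 builds up when IMPase is blocked and the TR-FRET signal falls; potency is read from the fitted curve at half-maximal effect; plate controls were basal vehicle for no effect and high inhibitor control for full effect; nearly all actives have a fitted effect of over 50% in size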
#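 Test compounds were applied to CHO-M1 cells previously cultured for 16–30 h at 2000 per well. A small lithium amount accompanied them; after 30 min at 37C, IP1 was quantified by TR-FRET.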
# Epigenetic derep: epigenetic control regulation, reporter derepression | hit rate 0.2% among 280,000 | AID 1865 | murine LDR cells, GFP reporter derepression, 30 h | Potency, µM (series often up to 53.9 µM), for the others: at the highest dose GFP activation, usual class: activators; also: potency is read from the fitted curve at half-maximal effect; % of control where 0% means no effect; nearly all actives have a fitted effect of over 60% in size
#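 Readout is the number of GFP-expressing murine LDR cells, counted by cytometry following washing. Cells were treated with compound for 30 h at 37 C; the stably integrated CMV-GFP locus is normally silent.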
# KinaseGlo FLuc: counter-screen: inhibitors of Kinase-Glo firefly luciferase. AID 1379. Potency, µM (titrated, usually from 38.3 µM), without a hit: at the top dose activity change, negative = inhibition, actives largely listed as inhibitors. hit rate 0.28% among 200,000. Q27757. Kinase-Glo luciferase, ATP luminescence, 8 min; also: potency is read from the fitted curve at half-maximal effect; % is scaled to controls: 0 for no effect and ±100 for the full control effect; nearly all actives have a fitted effect of over 60% in size
#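 Luminescence was the read-out, taken after 8-minute incubation at ambient temperature. Luciferase turned over luciferin with 10 uM ATP in imidazole pH 7.2 buffer containing KCl, MgCl2, Tween 20 and BSA.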
# CBFb-RUNX1 inh: inhibitors of human CBF-beta and RUNX1 interaction | 230,000 tested, under 10 active | Potency, µM (doses to about 59.8 µM), for the others: at the highest dose activity, negative = inhibition, actives largely listed as inhibitors | AlphaScreen CBFb-His/RUNX1-biotin binding, biochemical | Q01196+Q13951 | AID 1477; also: % of control where 0% means no effect
# Target sequence (Q01196 whole entry, looked up): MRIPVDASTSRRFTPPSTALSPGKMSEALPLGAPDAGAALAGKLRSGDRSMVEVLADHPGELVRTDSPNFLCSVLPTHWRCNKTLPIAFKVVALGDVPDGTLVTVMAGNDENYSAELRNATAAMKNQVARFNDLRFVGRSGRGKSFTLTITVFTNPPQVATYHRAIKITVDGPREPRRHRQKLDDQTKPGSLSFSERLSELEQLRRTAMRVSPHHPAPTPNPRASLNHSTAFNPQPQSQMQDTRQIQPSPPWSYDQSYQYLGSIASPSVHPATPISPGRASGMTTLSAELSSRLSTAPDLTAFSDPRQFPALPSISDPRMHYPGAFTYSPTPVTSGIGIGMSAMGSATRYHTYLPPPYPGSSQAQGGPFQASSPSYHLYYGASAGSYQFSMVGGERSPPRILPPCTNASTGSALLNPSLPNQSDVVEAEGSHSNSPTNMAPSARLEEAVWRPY
# Target sequence (Q13951 whole entry, looked up): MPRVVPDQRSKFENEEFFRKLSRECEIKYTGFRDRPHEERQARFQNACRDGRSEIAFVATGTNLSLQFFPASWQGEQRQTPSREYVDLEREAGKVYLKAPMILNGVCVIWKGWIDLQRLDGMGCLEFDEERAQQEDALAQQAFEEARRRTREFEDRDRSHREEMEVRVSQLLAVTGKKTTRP
#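 Room-temperature protein-protein interaction test with 30 nM each of His-tagged CBF-beta and biotinylated RUNX1, 15 min with compound, then 90 min with nickel plus streptavidin beads. Signal read in AlphaScreen mode.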
# NPSR antag: antagonists of human neuropeptide S receptor cAMP signaling. Q6W5P4. CHO-NPSR cells, cAMP TR-FRET, antagonist mode. Potency, µM (doses to about 38.3 µM), without a hit: at the top dose activity change, negative = inhibition, usual class: inhibitors. hit rate 1% among 220,000. AID 1461; also: potency is read from the fitted curve at half-maximal effect; % is scaled to controls: 0 for no effect and ±100 for the full control effect; nearly all actives have a fitted effect of over 50% in size; many of its hits are not listed in these tables
# Target sequence (Q6W5P4 whole entry, looked up): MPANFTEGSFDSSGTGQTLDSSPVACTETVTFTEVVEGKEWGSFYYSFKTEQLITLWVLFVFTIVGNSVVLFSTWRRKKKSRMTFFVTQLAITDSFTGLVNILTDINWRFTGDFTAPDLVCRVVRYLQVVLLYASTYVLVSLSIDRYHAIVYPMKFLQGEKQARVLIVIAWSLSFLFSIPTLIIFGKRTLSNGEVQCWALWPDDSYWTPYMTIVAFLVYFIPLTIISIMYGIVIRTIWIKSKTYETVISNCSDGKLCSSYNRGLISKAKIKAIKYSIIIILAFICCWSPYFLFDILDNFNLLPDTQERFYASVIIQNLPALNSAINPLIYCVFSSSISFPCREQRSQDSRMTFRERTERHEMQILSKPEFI
# HTT aggregate: inhibitors of mutant huntingtin aggregate formation in PC12 cells. PC12 HttQ103-GFP aggregates, Acumen cytometry, 40 h. Potency, µM (series often up to 46.1 µM), without a hit: top-dose activity change, negative = inhibition, hits mostly inhibitors. hit rate 1.1% among 220,000. AID 1688; also: potency is read from the fitted curve at half-maximal effect; % is scaled to controls: 0 for no effect and ±100 for the full control effect; nearly all actives have a fitted effect of over 60% in size
#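 Steps: seed 1500 PC12 HTTQ103-GFP cells/well; add tebufenozide, 100 nM final; add compound titration; add ATPLite reagent; quantify GFP aggregates by laser scanning cytometry.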
# LMNA splice mod: changes lamin A minigene splicing in HeLa cells. HeLa LMNA splicing GFP/RFP minigene ratio, 48 h. Potency, µM (doses to about 46.1 µM), for inactives: top-dose ratio change, negative = inhibition, actives largely listed as inhibitors. hit rate 0.01% among 200,000. AID 1487; active = well fitted inhibition curve with a large enough effect in the signal ratio, with a control signal flat, not every such curve was filed as active; inconclusive = small, poorly fitted or top-dose-only effect, or effect the other way, or a change in a side signal; the % refers to the signal ratio; also: potency is read from the fitted curve at half-maximal effect; % is scaled to controls: 0 for no effect and ±100 for the full control effect
#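 S3 HeLa stable clones carrying a lamin A-EGFP splicing minigene plus DsRed2 were seeded at 600 cells/well in Opti-MEM with 2% FBS, pin-dosed and incubated 48 h at 37°C. Acumen cytometry (488 nm) gave the GFP/RFP total-intensity ratio.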
# Active calls of the source: *; ? = inconclusive; · = not tested or not shown; & = joins results of further samples; [ ] = another dose, or the depositor's remark. Unless noted, calls follow the shape of the dose curve; as a rule, active = well fitted curve in the direction sought with a large enough effect; inconclusive = small, poorly fitted or top-dose-only effect, or another doubt; inactive = no such curve, though single readings can be large; an effect the other way counts as inactive or inconclusive. Only part of the results is shown; count on the stated rates, not on these rows.
# Second line of a record – IMPase Li inh	Epigenetic derep	KinaseGlo FLuc	CBFb-RUNX1 inh	NPSR antag	HTT aggregate	LMNA splice mod
CCC(C)Nc1nc(C)nc2c1oc1ccccc12 (stereo not drawn)
    ·	3.1%	·	1%	?	34%[9.22 µM]	·
COc1ccc([C@H]2[C@@H](C#N)[C@H](C#N)N3CCCN23)cc1
    1%	-0.8%	5%	-3%	?	-12%	-12%
CCNCCNC(=O)c1c(O)c2c([nH]c1=O)CCCC2
    2%[38.3 µM]	3.7%	0%	4%	-4%[46.1 µM]	-4%[9.22 µM]	2%
CC(C(=O)Nc1cccnc1)c1ccc([N+](=O)[O-])cc1 (stereo not drawn)
    8%	-0.6%	3%	2%	13%	-3%	-8%[46 µM]
Cc1ccccc1-c1ccc(=O)n(CC(=O)Nc2ccc(C(=O)N3CCCC3)cc2)n1
    -1%[38.3 µM]	-1.0%	-4%	2%	-3%[46.1 µM]	-1%	-2%
CCCCN(C)C(=O)c1nc2ccccn2c1CN1CCC[C@H]1C(=O)OC
    6%	2.3%	-4%	1%	-19%	-1%[9.22 µM]	·
C/C(N)=C(/C#N)C(=O)CSc1nc2scc(-c3ccc(F)cc3)c2c(=O)n1C
    7%	-1.3%	-2%	0%	-22%	-13%	·
CC(=O)Nc1ccc(S(=O)(=O)N2CCc3nc(COc4ccccc4)c4c(c3C2)CO[C@@H](C)C4)cc1
    7%	·	-6%[7.66 µM]	5%[13.1 µM]	·	·	11%[9.22 µM]
O=C(CCl)Nc1cccc(S(=O)(=O)NC2=NCCC2)c1
    ·	3.3%	·	-7%	-7%	8%[9.22 µM]	·
CCCCC(=O)OCC(=O)c1[nH]c(C)c(C(C)=O)c1C
    13%	-4.2%	0%	4%	13%	-22%	·
O=[N+]([O-])c1cccc(COc2ncnc3cc([N+](=O)[O-])ccc23)c1
    ·	0.0%	·	-26%	10%	21%[9.22 µM]	?
O=C(O)/C=C/C(=O)Nc1ccc2c(c1)NC(=O)CO2
    -6%	-2.2%	-1%	5%	14%	12%	·
Cc1cc(Br)c(NC(=O)CCl)c(Br)c1
    -16%	-3.0%	-4%	-29%	17%	-13%	?
COc1cccc(NC(=O)c2ccc(CN3CCN(c4ccccc4)CC3)cc2)c1
    24%[38.3 µM]	1.4%	0%	1%	-23%[46.1 µM]	7%	?
Cc1cccc(NC(=O)COc2ccc(Br)cc2)n1
    19%[38.3 µM]	-4.1%	-5%	27%	-9%[46.1 µM]	-6%	-12%
CC1CCN(S(=O)(=O)c2ccc(NC(=O)CSc3ncccc3C(=O)O)cc2)CC1
    24%[38.3 µM]	2.0%	26%	3%	10%[46.1 µM]	-24%	0%
Cc1ccc(C)n1C(CC(=O)O)c1ccc(C#N)cc1 (stereo not drawn)
    6%	-0.6%	2%	-15%	6%	6%	·
COc1ccc(OCCNC(=O)/C=C/c2ccc([N+](=O)[O-])cc2)cc1
    3%	0.3%	2%	-12%	-4%	-2%	?
Cc1ccc(/C=N/NC(=O)c2cccc(S(=O)(=O)Nc3ccccc3Cl)c2)o1
    5%	-0.9%	-3%	-8%	-27%	-1%	-13%
Cc1ccc([N+](=O)[O-])cc1NC(=O)CN(C1CCCCC1)S(=O)(=O)c1ccc(Cl)cc1
    14%	-1.0%	5%	-14%	-40%	12%	-9%
Cc1nc2c3c(sc2c(=O)[nH]1)NC(=O)CC3c1ccccc1Cl (stereo not drawn)
    ·	1.9%	·	3%	6%	0%[9.22 µM]	·
O=C(O)CNC(=O)/C(=C/c1ccco1)NC(=O)/C=C/c1ccccc1
    -5%	4.5%	-4%	-14%	7%	11%	-8%
CCOC(=O)c1ccc(NC(=S)N(CCN(C)C)Cc2cccs2)cc1
    8%	-1.9%	7%	3%	-18%	5%	?
COC(=O)[C@H]1O[C@@H](c2cc(OC)c(C)c(OC)c2OCc2ccccc2)[C@H](C)[C@H]2O[C@@]12C
    15%&3%	-1.1%&0.0%	1%&-3%	0%&-11%	·	·	·
O=C(O)C1C2C=CC3(CN(CC(O)COc4ccccc4)C(=O)C13)O2 (stereo not drawn)
    -16%[38.3 µM]	-0.9%	2%	3%	2%[46.1 µM]	-1%	2%
O=C(COc1ccc2c(c1)CCC2)N1CCN(c2ccccc2F)CC1
    24%	0.0%	2%	9%	-8%	-4%	-10%
CCc1ccc(NC(=O)CSc2n[nH]c(C)c2[N+](=O)[O-])cc1
    1%	0.9%	2%	3%	20%	1%	-3%
CC1CCN(C(=O)c2ccc(SCc3ccccc3F)c([N+](=O)[O-])c2)CC1
    18%	-1.0%	0%	-2%	-35%	-11%	-11%
Cc1ccc(C)c(C(=O)C(C)OC(=O)c2cccn2C)c1 (stereo not drawn)
    20%[38.3 µM]	-0.1%	0%	-4%	-17%[46.1 µM]	5%	?
Cn1c(SCC(=O)NCc2ccco2)nc2ccccc2c1=O
    22%[38.3 µM]	0.0%	1%	4%	-7%[46.1 µM]	-11%	-3%
COc1ccc(C2CC(=O)C(C=NCCO)=C(O)C2)cc1OC (stereo not drawn)
    23%[38.3 µM]	1.8%	1%	12%	-1%[46.1 µM]	-9%	10%
COc1ccccc1N(Cc1ccccc1)S(=O)(=O)c1cccc(C(=O)Nc2ccc(C(C)=O)cc2)c1
    11%	11%	3%	-2%	-29%	2%	?
O=C(Nc1ccccc1C(=O)Nc1nncs1)c1ccccc1
    ·	0.1%	·	5%	-11%	20%[9.22 µM]	·
CN(C)CCCn1c(-c2ccccc2)nc(=S)c2c1CCCC2
    2%[38.3 µM]	-0.3%	-4%	3%	-6%[46.1 µM]	2%	1%
COc1cc2nc(CN3CCN(c4ncc(C(F)(F)F)cc4Cl)CC3)[nH]c(=O)c2cc1OC
    -18%[38.3 µM]	-1.7%	7%	-2%	0%[46.1 µM]	6%	?
CN(c1nc2c(c(=O)n(C)c(=O)n2C)n1CC(=O)c1ccccc1)C1CCCCC1
    17%[38.3 µM]	-5.4%	3%	7%	-27%[46.1 µM]	-4%	8%
C[C@@H](C(=O)Nc1ccc2ccccc2c1)[C@@H]1C[C@@]1(C)[C@@H](NC(=O)c1ccncc1Cl)c1ccccc1
    -11%	2.5%	2%	-2%	·	·	·
Cc1cc(C)cc(NC(=O)CN(c2ccc(F)cc2)S(C)(=O)=O)c1
    9%	-2.7%	1%	1%	-22%	8%[9.22 µM]	·
O=C(CSc1nnc(-c2cccnc2)n1-c1ccc(SC(F)F)cc1)N1CCCc2ccccc21
    10%	1.1%	-1%	17%	-30%	0%	2%
CN(C)S(=O)(=O)c1cccc(NC(=S)NCCCn2ccnc2)c1
    -2%	-4.7%	4%	8%	11%	-2%	-14%[46 µM]

# Whole records from above.
# Cc1cc(C)cc(NC(=O)CN(c2ccc(F)cc2)S(C)(=O)=O)c1 is entered as IMPase Li inh: 9%; Epigenetic derep: -2.7%; KinaseGlo FLuc: 1%; CBFb-RUNX1 inh: 1%; NPSR antag: -22%; HTT aggregate: 8%[9.22 µM]; LMNA splice mod: ·
# CCOC(=O)c1ccc(NC(=S)N(CCN(C)C)Cc2cccs2)cc1 is entered as IMPase Li inh: 8%; Epigenetic derep: -1.9%; KinaseGlo FLuc: 7%; CBFb-RUNX1 inh: 3%; NPSR antag: -18%; HTT aggregate: 5%; LMNA splice mod: ?

# Remaining list, next part:
# Second line of a record – IMPase Li inh	Epigenetic derep	KinaseGlo FLuc	CBFb-RUNX1 inh	NPSR antag	HTT aggregate	LMNA splice mod
COc1cccc2c(=O)cn[nH]c12
    -5%	2.1%	1%	8%	2%	13%	-1%
CC(=O)Nc1ccc(S(=O)(=O)Nc2ccc(S(=O)(=O)N3CCCC3)cc2)cc1
    8%	0.0%	2%	0%	7%	0%	-16%
CCn1c(COc2ccccc2C)nnc1SCC(=O)NC1CCCC1
    14%[38.3 µM]	0.0%	1%	-1%	-5%[46.1 µM]	-19%	?
CC1=CC(C)C2C(=O)N(O)C(=O)C2C1 (stereo not drawn)
    34%[38.3 µM]	-0.8%	-4%	0%	-3%[46.1 µM]	-26%	-3%
Cc1cc(C)cc(NC(=S)/C(=C(\[O-])c2ccc(Cl)cc2Cl)[n+]2ccc(C(C)(C)C)cc2)c1
    ·	-1.1%	·	3%	-29%	2%[9.22 µM]	·
O=C(N1CCN(c2ccccc2F)CC1)C1(c2cccs2)CCOCC1
    2%	0.0%	-1%	8%	-3%	8%	?
CC(NC(=O)Cn1cc(C(=O)C2CC2)c2ccccc21)c1ccccc1 (stereo not drawn)
    11%[38.3 µM]	-0.2%	9%	0%	-15%[46.1 µM]	0%	12%
CCCCNC(=O)c1[nH]c(C)c(C(C)=O)c1C
    -3%	1.3%	·	1%	18%	-3%	·
CCCNC(=O)CN(c1ccccc1)S(=O)(=O)c1ccc(OC)c(OC)c1
    -3%	-1.2%	-1%	3%	-2%[46.1 µM]	-16%	-7%
CCOc1ccccc1C(=O)Nn1c(C2CCC2)nc2ccccc2c1=O
    27%[38.3 µM]	-1.1%	7%	7%	-22%[46.1 µM]	-14%	?
O=C(Oc1cc2oc(=O)c3c(c2cc1Cl)CCCC3)c1cccs1
    -14%	0.0%	1%	13%	0%[46.1 µM]	-8%	-9%
COCCCN1C(=O)C(=O)/C(=C(/O)c2ccc(OCC(C)C)cc2C)C1c1cccnc1 (stereo not drawn)
    ?	0.9%	-3%	10%	26%[46.1 µM]	-14%	14%
S=C(NCc1ccccc1)NCc1cccc(CNC(=S)NCc2ccccc2)c1
    8%	1.6%	1%	?	-17%	-24%	?

# A portion from the list above, as a working copy:
# Second line of a record – IMPase Li inh	Epigenetic derep	KinaseGlo FLuc	CBFb-RUNX1 inh	NPSR antag	HTT aggregate	LMNA splice mod
Cn1c(SCC(=O)NCc2ccco2)nc2ccccc2c1=O
    22%[38.3 µM]	0.0%	1%	4%	-7%[46.1 µM]	-11%	-3%
COc1ccc(C2CC(=O)C(C=NCCO)=C(O)C2)cc1OC (stereo not drawn)
    23%[38.3 µM]	1.8%	1%	12%	-1%[46.1 µM]	-9%	10%
COc1ccccc1N(Cc1ccccc1)S(=O)(=O)c1cccc(C(=O)Nc2ccc(C(C)=O)cc2)c1
    11%	11%	3%	-2%	-29%	2%	?
